# Assay outcomes from PubChem BioAssay.
# TNF death inh: inhibitors of TNF-alpha induced necroptosis in Jurkat FADD-/- cells; AID 463075; Jurkat FADD-/- TNF necroptosis rescue, ATP luminescence, 24 h; 0 = TNF only, 100 = no-TNF cells; 220,000 tested, 0.068% active; activation (protection from cell death), % at 10 µM;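 active = activation, meaning protection from cell death, of at least 50% relative to plate controls; inactive = activation below 50%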;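 note: necroptosis triggered by 40 ng/mL TNF-alpha added together with compound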
# PERK inh: inhibitors of human PERK kinase | Q9NZJ5 | CHO PERK-DD fusion, SEAP luminescence translation reporter | AID 1416 | 220,000 tested, 0.17% active | inhibition, % at 5.6 µM;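 active = inhibition above the mean inhibition of all tested compounds plus 3 SD, set separately per screening campaign, cut at about 2.9% in these data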;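 note: PERK kinase domain activated by AP20187 dimerizer at 100 nM; 0% = DMSO with dimerizer and 100% = rapamycin at 8.4 µM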
# Hck Nef HTS: human Hck-Nef kinase inhibition. Recombinant Hck-YEEI plus Nef, Z-Lyte FRET kinase assay. P08631. 220,000 tested, 0.68% active. AID 463187. inhibition, % at 20 µM;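 active = Hck-Nef kinase inhibition above about 50%, limit read from the data; inactive = inhibition below that limit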;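 note: 0% = DMSO with Hck plus Nef and 100% = Hck alone without Nef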
# EP2 antag: inhibitors of human EP2 prostaglandin E2 receptor. P43116. C6 glioma cells expressing human EP2, cAMP TR-FRET; cells stimulated with saturating PGE2. inhibition, % at 25 µM. 260,000 tested, 0.52% active;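 active = percent inhibition above 40 after rounding to a whole number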;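 note: rat C6 glioma host cells with rolipram phosphodiesterase inhibitor present; the protocol text gives 20 µM as final concentration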
# Target sequence (P43116 whole entry, looked up): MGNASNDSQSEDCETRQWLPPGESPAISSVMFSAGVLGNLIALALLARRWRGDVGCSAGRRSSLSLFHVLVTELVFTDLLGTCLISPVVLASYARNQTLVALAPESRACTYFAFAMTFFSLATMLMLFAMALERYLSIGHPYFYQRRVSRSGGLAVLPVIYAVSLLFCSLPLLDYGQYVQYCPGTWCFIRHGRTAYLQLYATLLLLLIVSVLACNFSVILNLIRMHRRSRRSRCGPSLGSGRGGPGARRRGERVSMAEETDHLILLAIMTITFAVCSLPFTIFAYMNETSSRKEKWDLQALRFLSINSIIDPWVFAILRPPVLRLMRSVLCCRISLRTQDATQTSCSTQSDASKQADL
# RBBP9 inh: inhibitors of human serine hydrolase RBBP9 | 220,000 tested, 0.2% active | inhibition, % at 7.94 µM | recombinant RBBP9, FP-Rh probe fluorescence polarization;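 active = inhibition above the campaign mean of all tested compounds plus 3 SD, cut at about 14% in these data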;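 note: plate controls were DMSO wells with RBBP9 for no effect and wells lacking RBBP9 protein for full effect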
#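 Measured by – fluorescence polarization · Test system – RBBP9 protein · Input – 2.5 µM RBBP9 dispensing solution, before mixing · Measure – percent inhibition from mP, scaled between DMSO and no-protein wells · Benchmarks – DMSO-treated enzyme wells and wells lacking RBBP9 · Times – preincubation 30 min plus labeling 45 min at 25 °C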
# zVAD death inh: L929 zVAD cell death inhibition | viability rescue, % at 10 µM | 220,000 tested, 0.38% active | L929 zVAD necroptosis rescue, ATP luminescence, 24 h; with zVAD 60 µM;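 active = activation, scaled between plate controls, above about 75%, limit read from the data; inactive = activation under that limit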;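 note: 0% = zVAD with DMSO and 100% = DMSO alone without zVAD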
# Runt-CBFb FRET: inhibitors of human RUNX1 Runt domain binding to CBFb; 220,000 tested, 0.46% active; Q01196+Q13951; Cerulean-Runt/Venus-CBFb FRET ratio 530/480, 1 h; inhibition, % at 20 µM;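 active = inhibition over about 50% at 20 µM in the single-dose screen, limit read from the data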;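 note: 0% = DMSO wells and 100% = excess unlabeled CBFb competitor control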
# Target sequence (Q01196 whole entry, looked up, the tested form may be a part): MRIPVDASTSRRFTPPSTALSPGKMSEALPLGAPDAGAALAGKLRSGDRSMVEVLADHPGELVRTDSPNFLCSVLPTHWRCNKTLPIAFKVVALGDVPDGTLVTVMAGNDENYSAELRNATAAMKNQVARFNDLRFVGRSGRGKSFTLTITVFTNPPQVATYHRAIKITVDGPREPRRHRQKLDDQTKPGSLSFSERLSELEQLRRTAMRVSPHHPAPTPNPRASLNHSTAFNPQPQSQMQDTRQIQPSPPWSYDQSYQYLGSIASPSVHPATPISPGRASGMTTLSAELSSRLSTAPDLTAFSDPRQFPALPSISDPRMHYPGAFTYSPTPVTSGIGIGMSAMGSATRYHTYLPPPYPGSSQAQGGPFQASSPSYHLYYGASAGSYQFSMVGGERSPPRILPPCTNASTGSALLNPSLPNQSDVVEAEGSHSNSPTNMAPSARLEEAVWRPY
# Target sequence (Q13951 whole entry, looked up, the tested form may be a part): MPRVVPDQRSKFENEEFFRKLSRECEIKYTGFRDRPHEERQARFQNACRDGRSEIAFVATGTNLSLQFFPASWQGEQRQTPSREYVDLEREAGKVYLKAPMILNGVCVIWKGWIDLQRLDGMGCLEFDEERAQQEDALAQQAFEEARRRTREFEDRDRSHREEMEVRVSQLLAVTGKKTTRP
#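 System: Cerulean-labeled Runt domain protein | Quantity: 100 nM of each labeled protein | Schedule: 1 h compound exposure, room temperature | Detection: Fluorescence energy transfer, 422 nm excitation, 530/480 nm emission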
# EP2 mod: EP2 receptor (human) modulation | induction, % at 25 µM | P43116 | EP2-expressing cells, cAMP HTRF FRET, PGE2 co-stimulation | 260,000 tested, 0.83% active;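 active = compounds whose cAMP rise, as percent of the full-agonist control response, exceeds 60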;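 note: rat C6 glioma line stably carrying human EP2 under a CMV promoter; the protocol text gives 20 µM as final concentration; 100% = response of wells given 1 µM PGE2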
# Runt-SMMHC FRET: blocks binding of human RUNX1 Runt domain to CBFb-SMMHC; Q01196+Q13951; Cerulean-Runt/Venus-CBFb-SMMHC FRET ratio 530/480, 1 h; inhibition, % at 20 µM; 220,000 tested, 0.74% active;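 active = mean inhibition across duplicate retests at 20 µM reaching about 50%, limit read from the data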;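 note: 0% = DMSO wells and 100% = wells with excess untagged CBFb-SMMHC; inhibitors lower the FRET ratio by blocking Runt binding to CBFb-SMMHC; some results filed as inactive read as strong as hits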
# Active calls of the source: *; nt = not tested or not shown; & = joins results of further samples. Not all compounds are listed (hit frequency here may not be typical).
SMILES,TNF death inh,PERK inh,Hck Nef HTS,EP2 antag,RBBP9 inh,zVAD death inh,Runt-CBFb FRET,EP2 mod,Runt-SMMHC FRET
O=C(O)/C=C/c1cn(-c2ccccc2)nc1-c1cccc([N+](=O)[O-])c1,-1.2,1.2,5,8,-4,2.0,0,-4,1
COC(=O)c1sc(=S)n(-c2cccc(Cl)c2)c1N,0.2,0.7,1,5,3,1.1,43,-28,17
CC(=O)c1cc2c(cc1NC(=O)CSc1nc3ccccc3o1)OCO2,-2.2,-0.6,2,17,-11,0.8,-2,40,-2
COc1cc2c3c(c1)C(C)CC(C)(C)N3C(=O)C2=O (stereo not drawn),-5.4,1.4,28,4,1,1.3,0,33,0
O=C1OCCC1Sc1nc2ccccc2c(=O)n1-c1ccc(F)cc1 (stereo not drawn),-0.6,-0.4,18,4,-5,2.5,0,30,-2
O=C1CN(c2nc(-c3cccs3)nc3sc4c(c23)CCCC4)CCN1,-4.1,-0.4,15,16,-6,46,-6,-5,-6
Cc1sc2nc[nH]c(=S)c2c1-c1ccccc1,-5.2,0.7,15,3,-5,-0.3,23,-1,16
Cc1ccc2cc(C3CC(c4ccco4)=NN3S(C)(=O)=O)c(Cl)nc2c1 (stereo not drawn),0.5,0.3,-116,5,1,-0.4,15,-15,-2
C=CCNC(=O)c1onc(CSc2ccc(Cl)cc2)c1C(=O)NCC=C,3.9,nt,22,2,nt,0.1,1,-20,-2
CCN(CC)S(=O)(=O)c1ccc(C(=O)NCc2ccc3c(c2)OCO3)cc1,1.3,0.7,13,8,-8,0.9,0,-2,0
N#CCCN(CC(=O)O)S(=O)(=O)c1ccccc1,0.3,0.3,-8,13,1,-1.1,2,19,16
O=C(Nc1nc(-c2cccs2)c(C(=O)C(F)(F)F)s1)c1ccco1,1.1,0.9,16,31,5,0.0,1,12,-3
O=C(C1CCN(Cc2ccc(F)cc2)CC1)N1CCN(C/C=C/c2ccccc2)CC1,3.8,0.6,1,5,6,3.3,-3,15,-1
O=C(NCc1ccco1)c1ccc(COc2ccccc2Cl)cc1,0.9,-0.5,-2,18,-15,-0.1,-1,-36,-2
O=C(CSc1nnc2ccc(-c3ccncc3)nn12)c1cccs1,-2.3,-0.6,6,9,-5,0.8,1,-5,-4
COc1ccc(/C=N/NC(=S)NCC2CCCO2)cc1 (stereo not drawn),1.3,1.1,19,6,-1,-0.7,0,5,-1
COc1ccc2[nH]c(=O)c(CN(C(=O)NC3CCCCC3)C3CCCC3)cc2c1,1.5,1.9,3,7,-1,3.7,-2,18,-2
CCCNC(=O)c1onc(CSc2cccc(OC)c2)c1C(=O)NCCC,1.0,nt,12,10,nt,0.2,0,2,-4
O=C(/C=C/c1ccc2c(c1)OCO2)Nc1nc2ccccc2s1,2.8,0.7,0,12,5,-1.0,-9,0,-12
COc1ccc(N2C(=O)CC(NCCNc3ccc([N+](=O)[O-])cn3)C2=O)cc1 (stereo not drawn),1.6,1.9,3,5,-3,0.5,0,-66,-1
Cc1nc2nc(CC(=O)O)[nH]n2c(=O)c1[N+](=O)[O-],5.6,2.2,-2,9,6,0.6,3,-3,0
N#CCSc1nnc2sc3ccccc3n12,1.3,-0.2,0,10,-8,-0.1,0,10,-3
S=C(NCCN1CCOCC1)N/N=C/c1ccccc1,1.2,0.1,1,16,5,-0.1,1,-5,-2
CN(C)CC1CCCCC1OC(=O)/C=C/c1ccccc1 (stereo not drawn),1.6,1.1,28,2,-4,-0.9,0,-5,0
COCc1cc(C)nc(SCC(=O)NCc2ccco2)c1C#N,1.0,-1.4,-9,7,1,1.4,1,-10,5
CC(=O)c1ccc(OC(=O)C2c3ccccc3Oc3ccccc32)cc1,-5.7,1.2,-1,9&7,-6,-0.1,-2,12&26,-1
CCCOC(=O)c1ccc(Oc2cn[nH]c2-c2ccc(OCC)cc2O)cc1,1.3,-0.1,0,34,-4,0.9,-1,-32,0
Cc1ccc(-n2c(-c3ccncc3)n[nH]c2=S)cc1C,0.8,-0.5,14,6,-10,3.2,5,7,19
CON/C=C(\C=Nc1ccc(Cl)cc1Cl)c1ncc(C(F)(F)F)cc1Cl,-1.4,1.3,3,7,-5,0.3,-2,12,2
Cc1cc(C)nc(NNC(=O)NC2CCCCC2)n1,2.6,0.5,15,2,-10,2.8,2,29,-38
COc1cccc(OC)c1C(=O)Nc1nc(COc2ccccc2)cs1,-0.2,0.0,1,4,-16,1.1,-4,-35,-8
CCOc1ccc(NC(=O)CNC(=O)COc2ccccc2)cc1,-0.2,0.5,2,10,0,0.7,0,12,0
Cc1cc2occ(CC(=O)NC3=NCCS3)c2cc1C(C)C,0.5,0.3,-1,5,-7,0.2,-1,3,2
COC(=O)c1c(NC(=O)CN2C(=O)C(=O)N(CC(C)C)C2=O)sc2c1CCCCC2,1.6,-0.6,3,17,-8,0.5,8,15,6
Cc1ccc(S(=O)(=O)NCCCNc2ccc([N+](=O)[O-])cc2)cc1,0.4,0.0,19,18,-4,-2.2,-2,-34,-1
O=c1sc(/C=N/Nc2ccccc2)c(Cl)n1Cc1ccccc1,1.1,-0.4,1,2,-9,0.6,46,-10,39
CC(=O)O/C(=C\c1cn(C(C)=O)c2ccccc12)C(=O)O,0.0,-0.2,-4,1,-10,-1.1,-1,28,0
CCCC(=O)NC(c1ccc(OC)cc1)c1ccc2cccnc2c1O (stereo not drawn),-13,-0.6,19,10,7,31,15,14,-6
O=C(COC(=O)c1c2c(nc3ccccc13)/C(=C\c1cccs1)CCC2)Nc1ccccc1,-12,0.9,8,7,-2,6.3,-7,6,-17
Cc1nc(N2CCOCC2)nc(N2CCCCC2)c1[N+](=O)[O-],-0.4,-0.2,0,11,2,-0.7,-1,35,4
O=C(NCc1ccccc1)c1cccc(S(=O)(=O)N2CCOCC2)c1,0.4,0.3,13,9,-2,1.1,0,20,6
CC1CCN(c2c(NCc3ccc(C(=O)NCC4COc5ccccc5O4)cc3)c(=O)c2=O)CC1 (stereo not drawn),-3.3,1.0,6,9,-7,2.7,nt,nt,nt
CC1CCCN(C(=O)Cn2c(-c3nonc3N)nc3ccccc32)C1 (stereo not drawn),-1.3,-0.8,-1,6,-3,-0.1,1,-37,2
CCOc1ccccc1N(CC)C(=O)Cn1ncc2c(=O)oc3ccccc3c21,1.4,0.5,0,12,-9,-1.6,-2,-6,1
O=C(c1cn(-c2ccccc2)nc1-c1ccc(F)cc1)N1CCOCC1,-0.9,-0.3,-1,9,-8,0.0,0,15,-6
Nn1c(Cc2ccccc2F)nnc1SCCOc1ccc(Cl)cc1,8.8,0.3,0,6,-8,0.3,-1,-22,-1
O=C(CSC1CS(=O)(=O)c2cc([N+](=O)[O-])ccc21)NNC(=O)c1ccc(Cl)cc1 (stereo not drawn),4.1,2.8,19,7,12,0.9,7,-18,-3
CCOC(=O)CCc1c(C)nc(SCCN2CCCC2)c(C#N)c1C,-0.2,-0.7,0,10,-15,-0.6,3,-9,1
COc1ccc(-c2nc(C#N)c(N3CCC(C(N)=O)CC3)o2)cc1OC,-1.1,0.4,1,-1,-6,0.3,-3,-18,-3
CC1(C)SC(=Nc2ccccc2)N(S(=O)(=O)c2ccccc2)C1=O,-0.1,0.6,-26,5,-13,0.5,-1,20,1
COc1ccc(/C=N/NC(=O)c2c(C)nc3ccccn23)cc1[N+](=O)[O-],-0.6,-0.3,1,6,-4,-0.1,-1,-17,-1
COc1cccc(N=C2SC(C(=O)Nc3ccc(F)cc3)CC(=O)N2C)c1 (stereo not drawn),1.2,0.4,-1,12,9,0.7,2,-4,0
O=C(CN1CCN(c2ccc([N+](=O)[O-])cc2)CC1)Nc1nccs1,2.1,0.3,7,11,-3,0.5,-5,6,-3
C=CCn1c(COc2cccc3cccnc23)nnc1SCC(=O)OC,-1.1,-0.1,7,8,-9,-0.7,2,11,-3
CCC(=O)N1CCN(c2nc(C)nc3sc(C)c(C)c23)CC1,0.4,-0.6,1,9&9,1,0.4,-1,12&-57,0
Cc1cc(C)c2nc(SCC(=O)NCCN3C(=O)CSC3=O)cc(C)c2c1,-0.3,0.1,0,9,-10,1.4,2,22,-2
CC1CC(C)CN(C(=O)C(C)N(C)CC(=O)Nc2ccc(Cl)cc2)C1 (stereo not drawn),0.1,0.0,-10,7,-8,0.5,-4,-15,3
CCOC(=O)c1cc(-c2csc(-c3ccc(C(C)(C)C)cc3)n2)on1,5.2,1.9,6,13,-6,3.5,-5,-16,-1
O=C(CSc1ncn[nH]1)Nc1cc(S(=O)(=O)N2CCCC2)ccc1Cl,1.0,1.0,8,4,7,3.1,0,-7,-3
COC(=O)c1ccccc1NC(=O)c1cc(-c2cccs2)on1,0.7,0.7,-1,8,-4,0.9,-1,6,-34

# Entries from the list above that contain a CF3 group, in the order listed:
SMILES,TNF death inh,PERK inh,Hck Nef HTS,EP2 antag,RBBP9 inh,zVAD death inh,Runt-CBFb FRET,EP2 mod,Runt-SMMHC FRET
O=C(Nc1nc(-c2cccs2)c(C(=O)C(F)(F)F)s1)c1ccco1,1.1,0.9,16,31,5,0.0,1,12,-3
CON/C=C(\C=Nc1ccc(Cl)cc1Cl)c1ncc(C(F)(F)F)cc1Cl,-1.4,1.3,3,7,-5,0.3,-2,12,2

# Other entries.
SMILES,TNF death inh,PERK inh,Hck Nef HTS,EP2 antag,RBBP9 inh,zVAD death inh,Runt-CBFb FRET,EP2 mod,Runt-SMMHC FRET
Cn1c(NC(=O)c2cccc(Cn3cc(Cl)cn3)c2)nc2ccccc21,-0.1,-0.8,-5,6,-1,0.6,0,-12,-1
O=C(CC1NC(=O)NC1=O)NC1(C(=O)NC2CCCCC2)CCCCC1 (stereo not drawn),0.8,-0.1,-1,13,3,5.0,-1,9,3
CC(C)CCn1c2ccccc2c2cc(CC(N)=O)ccc21,-4.0,0.4,18,7,0,1.3,-1,59,-3
O=C(c1cn(-c2ccccc2)nc1-c1cccs1)N1CCN(c2ccc(F)cc2)CC1,0.3,-0.7,0,15,-11,-0.3,-2,12,0
Cc1coc2cc3oc(=O)c(Cc4ccccc4)c(C)c3cc12,2.6,0.4,2,16,-6,1.5,8,18,13
CCOc1ccccc1NC(=O)Cn1c(=O)n(-c2ccccc2)c(=O)c2oc3ccccc3c21,-1.0,0.0,21,5,-4,0.1,1,4,5
Cc1ccc(Oc2nc3ccccn3c(=O)c2/C=C(\C#N)C(=O)Nc2c(C)n(C)n(-c3ccccc3)c2=O)c(C)c1,-3.9,1.0,2,8,-8,1.0,5,-5,14
O=C(NCc1csc2ccc(Cl)cc12)Nc1cccc2ccccc12,0.5,-0.8,14,12,-7,2.0,-1,-23,-2
CCCCCn1c(CN2CCN(Cc3ccccc3)CC2)nc2c1c(=O)[nH]c(=O)n2C,0.2,-1.0,0,9,0,-0.1,-2,16,-4
CC1CC(=O)N(CC(=O)NCc2ccc3c(c2)OCO3)c2ccccc2S1 (stereo not drawn),0.3,-0.6,3,nt,-2,-0.1,0,17,1
